Source: PubChem BioAssay (The Scripps Research Institute Molecular Screening Center)
MITF primary = inhibitors of human MITF. O75030. AlphaScreen MITF homodimerization, bead proximity signal. inhibition, % at 2.6 µM. 0.91% of 650,000 active; in the data active = inhibition above about 50%;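 also: 0% = vehicle wells with protein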
Target sequence (O75030 whole entry, looked up): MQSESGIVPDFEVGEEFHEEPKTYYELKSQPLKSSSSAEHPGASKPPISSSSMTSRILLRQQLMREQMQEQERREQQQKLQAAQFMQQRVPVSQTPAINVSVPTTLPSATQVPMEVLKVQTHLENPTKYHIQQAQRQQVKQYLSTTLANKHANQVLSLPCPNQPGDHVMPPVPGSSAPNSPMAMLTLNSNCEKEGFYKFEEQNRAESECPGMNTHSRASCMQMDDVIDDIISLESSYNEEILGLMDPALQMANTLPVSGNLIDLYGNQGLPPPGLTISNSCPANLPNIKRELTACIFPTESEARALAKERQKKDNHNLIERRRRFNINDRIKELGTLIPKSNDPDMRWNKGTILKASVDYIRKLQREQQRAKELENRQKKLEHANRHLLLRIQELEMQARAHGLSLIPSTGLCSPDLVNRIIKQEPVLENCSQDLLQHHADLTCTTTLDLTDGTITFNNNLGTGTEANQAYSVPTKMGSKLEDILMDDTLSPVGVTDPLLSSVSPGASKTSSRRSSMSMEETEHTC
FBW7 activator = activators of human E3 ligase FBW7; Q969H0; AlphaScreen FBW7–phospho-cyclin E peptide binding, activator screen; normalized activity (activation), % at 26.1 µM; 0.13% of 650,000 active; in the data active = normalized activity above about 1.9%;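 also: purified mutant Fbw7 with reduced substrate affinity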
GPR151 activ = human GPR151 activation; Q8TDV0; PathHunter beta-arrestin GPR151 cells, luminescence; activation, % at 11.2 µM; 1% of 650,000 active; AID 1508602; in the data active = activation above about 4.9%;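 also: 0% = median of compound wells and 100% = cells with positive control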
Target sequence (Q8TDV0 whole entry, looked up): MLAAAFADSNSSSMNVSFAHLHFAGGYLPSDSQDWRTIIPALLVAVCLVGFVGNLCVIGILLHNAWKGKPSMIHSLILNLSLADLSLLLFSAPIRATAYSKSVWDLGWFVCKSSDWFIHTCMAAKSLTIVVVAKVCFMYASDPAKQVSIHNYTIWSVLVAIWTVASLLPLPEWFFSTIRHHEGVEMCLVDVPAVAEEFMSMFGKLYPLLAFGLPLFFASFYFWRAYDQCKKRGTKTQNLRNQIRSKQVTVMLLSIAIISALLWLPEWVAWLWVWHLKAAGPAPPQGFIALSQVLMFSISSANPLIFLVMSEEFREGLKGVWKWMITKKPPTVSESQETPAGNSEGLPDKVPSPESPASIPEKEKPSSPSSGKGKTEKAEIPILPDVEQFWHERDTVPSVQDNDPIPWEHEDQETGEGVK
TEAD-YAP block = TEAD-YAP interaction inhibition | HEK-TIYL cells, TEAD-Gal4/YAP UAS-luciferase luminescence | 1.4% of 640,000 active | inhibition, % at 9.12 µM; in the data active = inhibition above about 32%;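 also: 0% = median of test compound wells and 100% = reference inhibitor wells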
Numbers without * were called inactive; & = joins results of further samples.

Preview, 7 compounds:
SMILES | MITF primary | FBW7 activator | GPR151 activ | TEAD-YAP block
Cc1cc2sc(NC(=O)C3CCCCC3)nc2cc1[N+](=O)[O-] | 1.2 | 0.1 | -0.1 | -5.5
CCCC/C=C/c1cn2c(NC(=O)c3cccs3)cnc2cn1 | 17.0 | 0.3 | 0.1 | 6.0
CCOC(=O)C1=C(C)N=c2s/c(=C\c3ccc(OCc4ccc(Cl)cc4Cl)c(OC)c3)c(=O)n2C1c1ccc(N(C)C)cc1 (stereo unspecified) | 3.7 | 0.0 | 2.2 | -0.2
Cc1ccc(N2C(=O)C3NN=C(C(=O)OCc4ccccc4)C3C2=O)cc1 (stereo unspecified) | -4.0 | -0.1 | 0.0 | -6.7
CCOC(=O)C1=C(CN(C)C2CCCCC2)NC(=O)NC1c1cccs1 (stereo unspecified) | 0.2 | 0.1 | 1.7 | -6.4
COc1ccc(C(=O)Nc2ccc(N3CCC(NCCc4cscn4)CC3)cc2)cc1 | -9.1 | 0.1 | -0.4 | -7.5
O=C(N/N=C/c1ccc(Oc2ccc([N+](=O)[O-])cn2)cc1)c1ccccn1 | 9.0 | 0.0 | 0.7 | -28.8

The listing, from the start:
SMILES | MITF primary | FBW7 activator | GPR151 activ | TEAD-YAP block
Cc1cc2sc(NC(=O)C3CCCCC3)nc2cc1[N+](=O)[O-] | 1.2 | 0.1 | -0.1 | -5.5
CCCC/C=C/c1cn2c(NC(=O)c3cccs3)cnc2cn1 | 17.0 | 0.3 | 0.1 | 6.0
CCOC(=O)C1=C(C)N=c2s/c(=C\c3ccc(OCc4ccc(Cl)cc4Cl)c(OC)c3)c(=O)n2C1c1ccc(N(C)C)cc1 (stereo unspecified) | 3.7 | 0.0 | 2.2 | -0.2
Cc1ccc(N2C(=O)C3NN=C(C(=O)OCc4ccccc4)C3C2=O)cc1 (stereo unspecified) | -4.0 | -0.1 | 0.0 | -6.7
CCOC(=O)C1=C(CN(C)C2CCCCC2)NC(=O)NC1c1cccs1 (stereo unspecified) | 0.2 | 0.1 | 1.7 | -6.4
COc1ccc(C(=O)Nc2ccc(N3CCC(NCCc4cscn4)CC3)cc2)cc1 | -9.1 | 0.1 | -0.4 | -7.5
O=C(N/N=C/c1ccc(Oc2ccc([N+](=O)[O-])cn2)cc1)c1ccccn1 | 9.0 | 0.0 | 0.7 | -28.8
O=c1[nH]c(C(Cl)(Cl)Cl)nc2ccccc12 | 6.8 | -0.1 | 0.6 | 4.5
Cc1cc(-c2cnc(N3CCCC3)nc2C2CCN(C(=O)c3scnc3C)CC2)on1 | -4.3 | -0.2 | 1.1 | 60.4*
Cc1ccc(OCc2nnc(SCC(=O)Nc3ccc4nc(SCC(=O)Nc5ccccc5)sc4c3)n2-c2ccccc2)cc1C | -1.3 | -0.1 | 0.1 | -6.5
COc1cccc(NC(=O)C2C3C=CC4(O3)C2C(=O)N(CCCN2CCOCC2)C4C(=O)NC2CCCCC2C)c1 (stereo unspecified) | 12.0 | 0.0 | -0.4 | 2.3
CS(=O)(=O)Nc1cccc(-c2cnn3c(NCc4ccc(F)cc4)ccnc23)c1 | 4.2 | -0.1 | -0.4 | 1.1
CC(=O)OC(COc1ccccc1)Cn1nc(C)cc1C (stereo unspecified) | 9.6 | 1.6 | 0.0 | 5.1
CCOc1cccc(NC(=O)C2CC(=O)N(CCc3ccc(OCC)c(OCC)c3)C(=Nc3ccc(F)cc3)S2)c1 (stereo unspecified) | 21.6 | 0.4 | -2.1 | -8.5
CCOc1ccccc1N1CCN(Cc2ccc(O)c(OC)c2)CC1 | 34.7 | -0.1 | -0.2 | -7.8
COC(=O)c1sc(NC(=O)COc2ccc(C(C)C)cc2)c(C#N)c1C | -0.1 | -0.2 | 1.2 | 3.1
CCNC(=O)N1CCCC(c2nnc(-c3ccc(OC)cc3)s2)C1 (stereo unspecified) | 10.1 | -0.1 | -3.7 | 15.9
COc1ccc(C2CC(c3ccc(C)cc3)=NN2C(=O)c2ccccc2)cc1 (stereo unspecified) | 1.4 | -0.1 | -0.7 | -1.5
CCOC(=O)c1ccc(NNC(C)=O)c([N+](=O)[O-])c1 | 22.1 | 1.3 | -1.6 | -7.9
COc1ccc(-c2cnn3c(NCc4ccco4)ccnc23)cc1OC | 8.2 | -0.4 | 0.0 | -27.3
CCCOc1ccc(NC(=O)C2CC(=O)N(CCO)C(=Nc3ccccc3)S2)cc1 (stereo unspecified) | 3.6 | 0.1 | 4.2 | 5.4
COc1cccc(OC)c1C(=O)OCC(=O)Nc1ccc2ccccc2c1 | -2.3 | -0.2 | 1.3 | -10.5
Cc1cccc(-n2nc3c(c2NC(=O)c2ccc(S(=O)(=O)N(C)C)cc2)CSC3)c1 | 6.5 | 0.0 | -0.9 | -2.2
C/C(N)=C(/C#N)C(=O)COC(=O)c1ccc(COc2ccc3c(C)cc(=O)oc3c2)cc1 | 6.7 | 0.1 | 5.3* | 5.6
CCC(=O)NCCCOc1ccccc1 | -21.7 | 0.0 | 1.1 | -5.1
SMILES | MITF primary | FBW7 activator | GPR151 activ | TEAD-YAP block
COc1cccc(N2C(=O)C3C4CCC(C4)C3C2=O)c1 (stereo unspecified) | 5.2 | 0.0 | -0.2 | 3.1
CCCOc1ccc(Cn2c(=O)oc3ccccc32)cc1 | -5.0 | 0.2 | -0.6 | -6.1
COc1ccc(C2=NN(S(=O)(=O)c3ccc(C)cc3)C(c3ccc(F)cc3)C2)cc1OC (stereo unspecified) | -5.2 | 0.1 | 0.1 | -14.5
COc1cc2nc(SCc3cccc([N+](=O)[O-])c3)n3nc(C)nc3c2cc1OC | 18.3 | 0.1 | 0.3 | 0.0
CN(C)C(=O)c1cnccc1Nc1cccc(C(=O)NC[C@@H](O)C(=O)N(C)C)c1 | 15.2 | 0.1 | 0.4 | 2.8
Cc1nnc(SCC(=O)Nc2ccc(Cl)cn2)[nH]c1=O | 3.1 | 0.0 | -1.1 | -0.9
CC(=O)Nc1ccc(Nc2nc(-c3ccc(C(=O)NC4CC4)cc3)nc3c2ncn3C2CCCCC2)cc1 | 11.9 | -0.1 | -0.2 | -21.6
CC(=O)NC(=S)Nc1ccc(Br)c(C)n1 | 9.2 | 0.1 | -2.7 | -39.6
O=C(OCc1nc2ccccc2s1)C1COc2ccccc2O1 (stereo unspecified) | -1.6 | -0.1 | -0.2 | -13.4
FC(F)Sc1ccc(NC(=S)NCCN2CCOCC2)cc1 | 11.1 | 0.0 | 0.7 | 3.7
CCOc1ccc(CN2CCc3nnc(C(NS(C)(=O)=O)C(C)C)n3CC2)cc1 (stereo unspecified) | -6.1 | -0.1 | 2.3 | -12.1
Cc1ccc(NC(=O)CC2Sc3ccccc3NC2=O)c(C)c1 (stereo unspecified) | 7.1 | 0.0 | -0.5 | 16.2
COc1cc(OC)c(NS(=O)(=O)c2cc(C(=O)O)ccc2OC)cc1Cl | -3.3 | 0.0 | 0.7 | -2.6
CCOc1ccc(NC(=O)C(CCS(C)(=O)=O)NC(C)=O)cc1 (stereo unspecified) | 11.5 | 0.0 | 3.7 | 10.4
Brc1cccc(CNc2nc3ccccc3n2CCN2CCOCC2)c1 | -11.7 | -0.1 | -1.5 | -18.8
COc1cccc(C2=C(C(C)=O)Sc3nnc(-c4ccc(Cl)cc4)n3N2C(C)=O)c1 | 5.7 | -0.1 | 0.5 | 9.2
Cc1ccc(SC2=NS(=O)(=O)c3ccccc32)c(C)c1 | 7.9 | -0.1 | -1.6 | -3.8
c1cncc(Nc2nc(NCCN3CCOCC3)c3ncn(-c4ccsc4)c3n2)c1 | -2.6 | -0.1 | 1.1 | 50.9*
O=C(Nc1cc(C(F)(F)F)ccc1Cl)c1nn2c(C(F)(F)F)cc(-c3ccccc3)nc2c1Br | 3.2 | -0.2 | -1.1 | 3.0
O=C(Nc1ccc(F)cc1F)C1CC2CCCN2C12C(=O)Nc1ccccc12 (stereo unspecified) | -1.9 | -0.1 | -2.3 | 9.4
CSc1cccc(CNCc2c(C(=O)N3CCOCC3)nc3ccccn23)c1 | 2.0 | 0.1 | -0.6 | 7.7
O=[N+]([O-])c1cnn(-c2nn[nH]n2)c1 | 1.5 | -0.1 | -0.5 | -9.8
CCOc1ccccc1NC(=O)CCCC(=O)O | -8.9 | 0.1 | 0.6 | -5.4
Cc1cccc(C(=O)NNC(=O)c2ccc(O)cc2O)c1 | -34.5 | 0.5 | -2.6 | -30.7
CCOC(=O)N1CCc2c(sc3c2C(=O)NC(c2ccc(O)c(OC)c2)N3)C1 (stereo unspecified) | 8.8 | 0.1 | 0.5 | 19.9
SMILES | MITF primary | FBW7 activator | GPR151 activ | TEAD-YAP block
Brc1ccc(N2CCN(c3ccccn3)CC2)nc1 | 6.9 | -0.2 | -0.1 | -18.4
CCCn1c(CCC(=O)NCc2cccc(OC)c2)nc2cccnc21 | -1.3 | 0.1 | 1.2 | -2.7
Cc1ccc2c(C)nc(N3CCCC(C(=O)N(C)CCC4CCCCO4)C3)nc2c1 (stereo unspecified) | -13.9 | 0.3 | 0.7 | -3.6
Cc1ccc(S(=O)(=O)NCCCOC(=O)Nc2cccnc2)cc1 | 2.2 | 0.1 | 1.3 | 2.4
Cc1noc(C)c1-c1cc(NCCc2ccc(O)cc2)nc(N)n1 | 14.0 | 0.1 | 0.0 | -10.2
COc1ccccc1NC(=O)N1CCn2cccc2C1c1ccc(C)cc1 (stereo unspecified) | 9.6 | -0.3 | -1.6 | 1.9
COc1cccc(/C=C/C(=O)OCC(=O)N(C(C)C)C(C)C)c1OC | 0.8 | 0.4 | -0.2 | -3.7
CC(=O)c1ccc(OCC(=O)NCC2Cc3cc(-c4ccccc4C(C)=O)ccc3O2)cc1 (stereo unspecified) | 3.5 | -0.1 | 2.5 | -8.8
Cn1c(N)c(C(=O)CSc2n[nH]c(=O)[nH]c2=O)c(=O)n(C)c1=O | 6.2 | 0.0 | -0.9 | 4.2
COc1ccc(OCC(O)Cn2c(NCCN)nc3c2c(=O)n(C)c(=O)n3C)cc1 (stereo unspecified) | -6.7 | 0.0 | 0.7 | -1.4
COc1ccccc1NS(=O)(=O)c1ccc(Cl)cc1 | -5.4 | -0.1 | -0.3 | -12.6
Cc1nc(C(C)(C)O)n(-c2ccccc2)n1 | -5.8 | -0.1 | 0.5 | -7.8
Cn1cccc1/C=C1\CC/C(=C\c2cccn2C)C1=O | 30.6 | 0.4 | -0.3 | 1.9
CCOc1ccc(C(=O)N2CCCC(c3nc(-c4ccc(OC)c(OC)c4)no3)C2)cc1 (stereo unspecified) | -5.5 | 0.0 | 2.1 | 5.4
O=C(CN1CCCCCC1)Nc1ccccc1[N+](=O)[O-] | -9.1 | -0.2 | -0.7 | 4.7
CCOC(=O)c1cn(CC(=O)Nc2cc(C)cc(C)c2)nn1 | -3.1 | 0.1 | 4.4 | -11.2
CCc1ccc(NC(=O)CSc2nnc(-c3ccccc3)c(-c3ccccc3)n2)cc1 | 12.1 | -0.1 | 1.8 | -11.6
COc1ccc(Cl)cc1NS(=O)(=O)c1c[nH]c2ccc([N+](=O)[O-])cc12 | 13.5 | 0.6 | -0.1 | -5.6
CCOc1ccc(CN(C)C(=O)Cn2nc(C(=O)O)c3ccccc3c2=O)cc1 | 7.2 | 0.0 | 0.2 | 4.9
COc1cc(/C=N/NC(N)=O)ccc1OCC(=O)N1CCCCC1 | 0.6 | 0.0 | 0.2 | 4.5
O=C1c2ccccc2S(=O)(=O)N1CC(Cl)C(Cl)CCl (stereo unspecified) | -6.3 | 0.0 | -0.6 | 1.1
CC(C)N1CCc2c(sc(NC(=O)CCc3ccccc3)c2C(N)=O)C1 | 18.3 | 0.2 | -2.0 | -5.3
CCc1cc2c(=O)c(-c3ccc4c(c3)OCO4)c(C)oc2cc1OC(C)C | -8.0 | 0.0 | -0.5 | 7.5
CNC(=O)C12CCC(C)(c3nc4cc(C)c(C)cc4nc31)C2(C)C (stereo unspecified) | -21.6 | -0.2 | 2.4 | -9.3
COc1ccc([C@@H]2Nc3ccc(F)cc3[C@@H]3C=CC[C@@H]32)cc1[N+](=O)[O-] | 20.1 | 0.1 | -2.2 | 9.2
SMILES | MITF primary | FBW7 activator | GPR151 activ | TEAD-YAP block
COc1ccc2nc(C)cc(N)c2c1 | 3.7 | -0.1 | 1.3 | 6.5
C=CCn1c(C)cc(C(=O)COC(=O)c2ccc(OCc3c(C)noc3C)cc2)c1C | 7.4 | 0.5 | -0.9 | -0.4
Fc1ccc(C2C=C(c3ccc(Br)cc3)Nc3ncnn32)cc1 (stereo unspecified) | 5.3 | -0.1 | -0.1 | -5.1
CCCn1c(CN2CCC3(CC2)NC(=O)c2cccnc2N3CC)nc2ccccc21 | -4.7 | -0.1 | -1.9 | -8.6
O=C1NC2(CCN(Cc3ccc(F)c(F)c3)CC2)Nc2ccc(Cl)cc21 | 0.3 | 0.0 | -0.6 | 1.0
CCOC(=O)C1=C(c2ccccc2)N=c2s/c(=C\c3cc(Cl)ccc3OC)c(=O)n2C1c1c(OC)ccc2ccccc12 (stereo unspecified) | 0.4 | -0.1 | -0.6 | 3.6
O=[N+]([O-])c1cccc(C2SCCN2S(=O)(=O)c2ccc(Cl)cc2)c1 (stereo unspecified) | 15.0 | 0.4 | 3.5 | 4.0
NCCSC1CC(=O)N(c2ccc(Cl)c(Cl)c2)C1=O (stereo unspecified) | -1.5 | 0.5 | -0.8 | -25.0
Cc1ccc2c(c1)CN(CCC(=O)NCCCn1nnc3ccccc31)CC(C)O2 (stereo unspecified) | 21.0 | 0.9 | 4.3 | -9.2
Cc1cc(=O)oc2cc(OC(=O)c3ccccc3)cc(OC(=O)c3ccccc3)c12 | 26.3 | 0.0 | 0.3 | 2.7
NCC1CCC(C(=O)O)CC1 (stereo unspecified) | 19.9&10.3 | 0.2&0.0 | 0.3&2.8 | 12.4
COc1ccc(-c2ocnc2C(=O)Nc2ccccc2C(=O)N2CCCC2)cc1OC | 9.1 | 0.1 | -0.1 | -6.8
COC(=O)c1scc(C)c1NC(=O)c1ccccc1F | -2.7 | -0.1 | -0.3 | -6.8
